Screens from PubChem BioAssay.
PMI inhibition = human PMI inhibitors, high substrate, primary screen, biochemical, fluorescence intensity, high mannose 6-phosphate (AID 1220); Mannose-6-phosphate isomerase (Homo sapiens); recombinant PMI enzyme, coupled fluorescence intensity; higher % means a stronger effect; inhibition, % at 20 µM; hits with a dose series show IC50 in µM; 0.66% of 190,000 active
Lipid droplet = inhibitors of hepatocyte lipid droplet formation, primary screen, imaging, high-throughput imaging, BODIPY stain; AML12 mouse hepatocytes, oleate lipid droplets; inhibition, % at 6.5 µM; 0.4% of 240,000 active; AID 1656, 2009;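 active = lipid droplet intensity inhibited by at least 50%, with more than 500 cells counted; inconclusive = wells with under 300 cells, treated as cytotoxic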
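Material – mouse AML12 hepatocyte cell line, fixed after treatment · Compound dosing – one dose, 6.5 µM compound · Times – compound with oleate, overnight · Measured by – Image-based BODIPY and DAPI two-channel analysis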
TNAP activators = human TNAP enzyme activators, primary screen, biochemical, luminescent, no phosphate acceptor, uHTS (AID 1001). Alkaline phosphatase, tissue-nonspecific isozyme (Homo sapiens). purified TNAP, luminescent activation assay, no phosphate acceptor; higher activation fold means a stronger effect. activation fold at 20 µM; hits with a dose series show EC50 in µM. 0.03% of 200,000 active; in the data active = activation fold from about 3, or a potency from the dose series; inactive = the rest, 99 in 100 with activation fold below about 1.6; also: many of its hits are not listed in these tables
Myeloid diff 2 = induction of myeloid progenitor differentiation, primary screen, cell-based, flow cytometry, MLPCN library; ER-HoxA9 myeloid progenitors, lysozyme-GFP differentiation; calls only at 10 µM; 1% of 360,000 active; AID 624256, 2012;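 active = normalized GFP-positive differentiation at or above the plate's own cutoff, the solvent-only control mean plus 3 SD; inconclusive = no clear call, values can overlap the other calls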;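 also: cells exposed to compound for four days before flow analysis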
UTI89 phage lysis = inhibition of K1F phage lysis, E. coli UTI89, bacterial capsule biogenesis inhibitors, alamar blue (AID 488966). E. coli UTI89 K1F phage lysis, alamar blue, 2 h; higher % means a stronger effect. one-dose inhibition, % at 100 µM; IC50 in µM for titrated hits. 0.02% of 340,000 active;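 active = phage lysis inhibition, versus mean bacterial control, above a set limit; inconclusive = no clear call, values can overlap the other calls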;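 also: capsule biogenesis inhibitors block K1F phage lysis so surviving cells raise fluorescence; higher fluorescence means more inhibition of phage lysis; actives were called in the ten point dose series up to 300 µM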
CSM14.1 death rescue = rescue of cells from ER stress-induced death, primary screen, 384-well, CSM14.1, thapsigargin, ATP luminescence (AID 1222); CSM14.1 thapsigargin-induced death rescue, ATP luminescence; higher % means a stronger effect; one-dose cellular ATP content (survival), % at 20 µM; EC50 in µM for titrated hits; 190,000 tested, under 10 active;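 active = EC50 below 50 µM in the dose-response confirmation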;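 also: death triggered by thapsigargin at about 15 µM added after 2 h compound pretreatment; cell ATP read after overnight thapsigargin exposure of roughly 18 to 22 hours; normalized against plate controls of thapsigargin alone and 5% DMSO vehicle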
WT yeast gro inh = growth inhibition of WT strain, primary screen, mitochondrial fusion inhibitor project, WT and mutant strains, chemical genetic | AID 1362, 2008 | 2.1% of 190,000 active | inhibition, % at 10 µM | mitochondrial fusion phenotypic screen; in the data active = inhibition above about 58%; tested in S. cerevisiae
M1AAP inhibition = P. falciparum M1AAP inhibitors, biochemical, fluorogenic H-Leu-NHMec substrate, 1536-well (AID 1445). Aminopeptidase N (Plasmodium falciparum (isolate 3D7)). recombinant M1AAP, H-Leu-NHMec fluorogenic kinetic assay; higher % means a stronger effect. inhibition, % at 30 µM, or IC50 in µM where a hit was titrated. 0.42% of 220,000 active;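 active = primary inhibition above the hit cutoff, then over 50% inhibition at one or more dose response concentrations, cut at about 23% in these data, passing the limit was not always enough; inconclusive = conflicting primary data, or primary hits not chosen for dose response; inactive = low primary inhibition, or under 50% at every dose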;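 also: plate controls were DMSO full reaction for no effect and no enzyme background for full effect; strong numbers were not always called active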
human PMI inhibition = inhibitors of human PMI, primary screen, biochemical, fluorescence intensity, coupled assay (AID 1209); inhibition, % at 20 µM; hits with a dose series show IC50 in µM; purified PMI enzyme, coupled fluorescence intensity; higher % means a stronger effect; 0.42% of 190,000 active; Mannose-6-phosphate isomerase (Homo sapiens);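 also: plate controls were DMSO vehicle for no effect and wells lacking substrate for full effect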
WT yeast gro inh mutant strain = recorded beside WT yeast gro inh, whose call it bears; inhibition, %; mitochondrial fusion phenotypic screen, mutant strain inhibition
Lipid droplet cells 6.5 µM = recorded beside Lipid droplet, whose call it bears; cell count; measured here: cell count, cytotoxicity flag;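 cells counted across two imaged fields per well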
Myeloid diff 2 GFP+ MAC1+ % = further read-out of Myeloid diff 2, marked with its call; GFP+ MAC1+ double positive, %; measured here: differentiation confirmed by MAC1 staining
Active calls of the source: *; i = inactive; ? = inconclusive; . = no result given; + = active, no number; [ ] = another dose, or the depositor's remark. Rule as the data show it, unless noted: active = inhibition above about 50%; inactive = the rest. Hits appear at their usual frequency; 4.6% or so of the library scored in one or more.

The line under a structure holds: PMI inhibition	Lipid droplet	Lipid droplet cells 6.5 µM	TNAP activators	Myeloid diff 2	Myeloid diff 2 GFP+ MAC1+ %	UTI89 phage lysis	CSM14.1 death rescue	WT yeast gro inh	WT yeast gro inh mutant strain	M1AAP inhibition	human PMI inhibition
O=C(COC(=O)c1ccc(Sc2ccccc2)c([N+](=O)[O-])c1)NC1CCS(=O)(=O)C1 (stereo unspecified)
→ 1%	-14	637	1	i	0.3	2.5%	-0.8%	-7	-20	10%	-1%
Nc1c(C(=O)c2ccccc2)sc2snc(SCC(=O)c3ccccc3)c12
→ -41%	.	.	0.9	+	3.1*	-0.2%	0.9%	44	23	15%	3%
CC(C)(C)C1(c2ccccc2)NC(=O)N(CC(=O)N2CCOCC2)C1=O (stereo unspecified)
→ 5%	9	678	1.1	i	0.7	0.6%	-1.5%	6	3	3%	8%
Cc1ccccc1Cn1c(=N)n(CC(O)c2ccco2)c2ccccc21 (stereo unspecified)
→ 6%	-68	654	1.1	i	0.0	2.3%	-1.3%	5	10	13%	5%
C#CCN(N(C)c1ncc(C(F)(F)F)cc1Cl)S(=O)(=O)c1ccc2ccccc2c1
→ 1%	0	780	1.1	i	1.2	2.7%	0.8%	48	0	7%	12%
CN(CCO)C1=NS(=O)(=O)c2cc([N+](=O)[O-])ccc21
→ -20%	3	703	1	i	0.0	-0.8%	5.9%	0	9	1%	-22%
COc1cc(NC(=O)CCNS(=O)(=O)c2ccc3c(c2)CCC(=O)N3)cc(OC)c1
→ -3%	1	759	1.1	i	0.8	-4.0%	-0.2%	-2	-17	7%	-7%
COCCNS(=O)(=O)c1ccccc1
→ -15%	6	740	0.9	i	1.0	5.0%	-1.0%	1	6	11%	-5%
COCCNC(=S)N1CCC(c2nc(-c3ccc(F)cc3)no2)CC1
→ .	-9	693	1	i	1.3	0.2%	0.0%	-5	6	1%	.
Cc1cc(N2CCN(C(=O)c3ccco3)CC2)n2nc(C)c(-c3ccccc3)c2n1
→ 6%	-20	697	1	i	0.7	-0.2%	-0.7%	63*	40*	-7%	9%
O=C(NCc1cccs1)c1nc2c(nnn2Cc2ccccc2Cl)c(=O)[nH]1
→ -2%	20	711	1.1	i	1.5	-3.7%	0.5%	-7	2	2%	-5%
COCCn1c(SCC(=O)N2CCN(c3ccccc3)CC2)nc2c(c1=O)SC(C)C2 (stereo unspecified)
→ .	6	711	.	i	4.0	-3.6%	.	3	-4	5%	.
COc1ccc(/C=C/C(=O)c2oc3ccc(F)cc3c2C)cc1
→ 22%	-26	601	1	i	0.5	0.0%	-4.6%	0	-4	5%	8%
NS(=O)(=O)c1ccc(NC(CNS(=O)(=O)c2ccccc2)c2ccccc2)cc1 (stereo unspecified)
→ -1%	-7	712	1	i	1.0	0.0%	-3.1%	1	-15	10%	-1%
COc1cc2nc(-c3ccccc3)nc(N3CCCC3)c2cc1OC
→ 4%	-10	656	1	.	.	.	-2.4%	31	8	0%	3%
O=C(O)c1c2c(nc3ccc(F)cc13)CCC2
→ -20%	2	719	1.1	i	1.2	-0.1%	22%	7	12	-9%	-21%
Cc1cccc(C(=O)NNC(=O)C(=O)NC(C)(C)C)c1
→ 10%	.	.	1	i	0.4	4.5%	3.0%	4	-16	-8%	13%
CCC(Sc1nnnn1-c1ccccc1)C(=O)NC(C)c1ccccc1 (stereo unspecified)
→ 4%	27	749	1.1	i	4.1	-0.7%	-2.4%	13	12	2%	14%
Cc1nn(-c2ccc(C(=O)O)cc2)c2c1C(=O)CC(C)(C)C2
→ .	-1	726	.	i	0.5	0.1%	.	.	.	-1%	.
CCN(CC)S(=O)(=O)c1cccc(NC(=O)c2ccc(C#N)cc2)c1
→ -10%	5	695	1.1	i	0.8	-0.1%	0.0%	3	-15	6%	0%
Cc1cc(-c2nnc(CCC(=O)N3CCN(Cc4cccnc4)CC3)o2)c(C)o1
→ 2%	2	711	1.1	i	0.2	-0.3%	1.6%	-4	-6	-7%	-4%
COc1ccc(-c2noc(-c3ccccc3F)n2)cc1
→ 10%	.	.	1	i	2.6	0.5%	-0.8%	16	10	-2%	14%
Cc1cccc(OCc2nnc(SCc3cc(=O)n4cc(Br)ccc4n3)o2)c1
→ -1%	.	.	1.1	i	0.8	0.0%	2.6%	-6	9	-2%	-7%
O=C(CSc1nc2c(c(=O)[nH]1)CN(Cc1ccc(F)cc1)CC2)Nc1ccc(F)cc1
→ 11%	1	626	0.8	i	0.3	1.8%[50 µM]	-2.4%	-20	-34	4%	10%
Cc1ccc2c(Cl)c(C(=O)Nc3cc(C)on3)sc2c1
→ -4%	8	793	0.8	i	0.7	0.0%	-1.6%	-6	-4	1%	-10%
O=C(CCn1nc(-c2ccc(Cl)cc2)c2ccccc2c1=O)NCCN1CCOCC1
→ -6%	.	.	1.1	i	0.6	0.5%	-1.0%	-14	22	3%	-1%
CCOc1ccc(N2C(=O)CC(N(CCc3ccc(OC)c(OC)c3)C(=S)Nc3ccccc3)C2=O)cc1 (stereo unspecified)
→ 8%	-23	572	1	i	0.0	1.3%[50 µM]	-0.5%	-2	-42	-3%	20%
Cn1ncc(Br)c1C(=O)OCC(=O)Nc1nc(-c2ccccc2)cs1
→ 8%	-23	700	1	i	1.1	0.1%	-2.8%	0	-9	-3%	8%
CCC(Sc1nnnn1-c1ccccc1)C(=O)Nc1nc2ccccc2s1 (stereo unspecified)
→ 10%	-9	705	1	i	1.0	0.2%	-0.9%	58*	36*	-2%	6%
S=C(NCCc1ccccc1)N1CCN(Cc2ccccc2)CC1
→ 0%	-21	515	1.1	i	0.3	0.8%[50 µM]	0.1%	8	-10	-9%	23%

Reprinted from the part before: 2 compounds; new compounds follow.
The line under a structure holds: PMI inhibition	Lipid droplet	Lipid droplet cells 6.5 µM	TNAP activators	Myeloid diff 2	Myeloid diff 2 GFP+ MAC1+ %	UTI89 phage lysis	CSM14.1 death rescue	WT yeast gro inh	WT yeast gro inh mutant strain	M1AAP inhibition	human PMI inhibition
CCC(Sc1nnnn1-c1ccccc1)C(=O)Nc1nc2ccccc2s1 (stereo unspecified)
→ 10%	-9	705	1	i	1.0	0.2%	-0.9%	58*	36*	-2%	6%
S=C(NCCc1ccccc1)N1CCN(Cc2ccccc2)CC1
→ 0%	-21	515	1.1	i	0.3	0.8%[50 µM]	0.1%	8	-10	-9%	23%
CCOC(=O)c1ccc(N2Cc3ccccc3C2)cc1O
→ -74%	1	738	1.1	i	10	3.6%	-1.2%	-1	6	10%	-33%
O=C(CN1CCC(n2nnc3cc(F)ccc32)CC1)NCCc1ccccc1
→ -3%	-4	749	1	i	0.4	0.2%	-1.8%	-9	-2	2%	-3%
Cn1c(=O)cc(OCCCC(=O)N2CCCCC2)c2ccccc21
→ 12%	28	790	1.1	i	1.6	-0.5%	18%	8	10	-3%	1%
Cc1ccsc1/C=N/NC(=O)c1cccnc1
→ .	10	744	.	i	0.1	0.1%	.	.	.	8%	.
CCc1nc2ccccc2c(C(=O)OCC(=O)Nc2cccc(S(=O)(=O)N3CCOCC3)c2)c1C
→ 18%	.	.	1	?	.	1.3%	22%	0	-44	3%	19%
Cc1cc(N2CCCC2=O)ccc1S(=O)(=O)N1CCOCC1
→ 6%	-9	685	1.1	i	0.4	0.1%	-0.9%	17	8	-2%	5%
Cc1ccc(NC(=O)C(=O)c2cn(CC(=O)N3CCCCC3)c3ccccc23)cc1
→ 12%	9	646	1.1	i	0.4	1.1%[50 µM]	-1.0%	11	0	9%	18%
Cc1ccccc1Nc1nnc(C)c(=O)n1N
→ -1%	.	.	1.1	i	1.8	4.5%	-1.3%	-6	2	-1%	4%
O=C(NC1CCCCCC1)C1CCCN(S(=O)(=O)c2cccs2)C1 (stereo unspecified)
→ 14%	17	742	1.1	i	0.7	0.3%	-2.1%	-22	4	0%	11%
CC1CCC2=NN(C(=O)c3ccco3)C(O)(C(F)(F)F)C2C1 (stereo unspecified)
→ -4%	6	669	1	i	0.4	-1.6%	0.7%	0	-12	.	0%
O=C(c1ccc(S(=O)(=O)c2cccc(Cl)c2)c([N+](=O)[O-])c1)N1CCN(Cc2ccccc2)CC1
→ 7%	-47	548	1	i	0.0	4.2%	1.8%	20	-13	-2%	19%
C/C=C(\C)CN1CCCC(CO)(Cc2ccccc2)C1 (stereo unspecified)
→ -3%	2	725	1	i	0.4	-0.4%	-2.5%	4	-14	1%	-2%
CCc1ccc(-c2cn(C3CCCCC3)c(=S)[nH]2)cc1
→ 3%	0	717	0.8	i	0.3	0.5%	-1.1%	68*	59*	2%	-6%
CSCCC(NS(=O)(=O)c1ccc(Cl)cc1)C(=O)OCC(=O)N1CCOCC1 (stereo unspecified)
→ .	.	.	.	i	0.8	0.4%	.	-13	-12	0%	.
O=C(c1ccccc1S(=O)(=O)NCc1ccccc1)N1CCCCC1
→ 4%	.	.	1.2	i	2.6	-1.3%	0.1%	3	-5	1%	3%
COc1ccc(-c2nnc3sc(-c4ccco4)nn23)cc1OC
→ 9%	16	797	1	i	0.9	0.5%	-1.5%	-11	0	4%	20%
O=C(c1csc2ccccc12)N1CCN(c2ccc(Cl)c(Cl)c2)CC1
→ 13%	.	.	1.1	i	0.7	0.2%	-0.7%	10	-3	5%	14%
CCN(CC)CCCN(C(C)=O)c1nc(-c2cc(OC)ccc2OC)cs1
→ 9%	.	.	1	i	0.9	0.1%	-2.7%	-6	9	4%	2%
COc1cc(CNCCCO)ccc1OCC(=O)NC(C)(C)C
→ 6%	5	706	1	i	0.3	0.4%	-1.7%	0	8	1%	-9%
O=C(Cc1cccs1)Nc1nnc(SCC(=O)N2CCCCC2)s1
→ -6%	6	819	1	i	0.3	0.1%	-0.7%	7	-1	1%	-2%
O=C(NCCOCc1ccccc1)C(c1ccccc1)c1ccccc1
→ 4%	-30	676	1.1	i	0.4	0.1%	-1.6%	3	-1	0%	2%
COc1ccc(C(=O)Nc2ccc3[nH]c(-c4cccc(OC)c4)cc(=O)c3c2)cc1
→ -7%	17	749	1.1	?	.	0.5%	-5.7%	16	-1	-1%	-10%
Cc1cc(C(=O)N/N=C/c2cc(Br)ccc2OC(=O)c2ccccc2)n[nH]1
→ -2%	2	688	1.3	?	.	0.7%	-1.2%	12	17	32%	-2%
